# High-throughput results deposited in PubChem BioAssay by National Center for Advancing Translational Sciences (NCATS).
# ERK EGF block = qHTS Assay for Inhibitors of the ERK Signaling Pathway using a Homogeneous Screening Assay; Stimulation with EGF. HEK293-V1b, EGF-stimulated phospho-ERK AlphaScreen. Potency, µM (top dose mostly 11.5 µM), without a hit: at the top dose activity change, negative = inhibition, most hits filed as inhibitors. 130,000 tested, 0.41% active. AID 1454, 2008; active means well fitted inhibition curve with a large enough effect; inconclusive means small, poorly fitted or top-dose-only effect, or effect the other way;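 further: plate controls were stimulated vehicle wells for no effect and unstimulated vehicle basal for full effect; nearly all actives have a fitted effect of over 55% in size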
#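 Compounds are titrated over HEK293-V1b cells kept overnight in 1% FBS. After 30 min at 37C, EGF (25 nM final) triggers ERK phosphorylation for 5 min, measured by AlphaScreen in lysates.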
# * hit, by the source's call; ? = inconclusive; [ ] = another dose, or the depositor's remark. Potency means the concentration at half of the fitted maximal effect. The list is partial; count on the stated rates, not on these rows.
SMILES,ERK EGF block
O=C(COc1ccc(Br)cc1CNC1CCCC1)Nc1ccccc1,-8.0%
CN(C)C(=O)c1cc([N+](=O)[O-])ccc1O,-1.9%[57.5 µM]
CC(C)CN1CCN(Cc2cccn2-c2ccc(Cl)cn2)CC1CCO (centres undefined),1.1%
CN(C)NC(=O)C12CCC(C)(C(=O)O1)C2(C)C (centres undefined),-2.0%
OC(COc1ccc(CNCc2cccnc2)cc1)CN1CCc2ccccc2C1 (centres undefined),0.3%
CC(C)CCNC(=O)[C@H](CC(C)C)NC(=O)[C@H]1O[C@@H]1C(=O)O,?
COc1ccc(O)c(/C=N/N=C2/C(=O)Nc3ccccc32)c1,0.2%
COc1cc2c(C)nc3c(cnn3-c3ccccc3)c2cc1OC,-2.4%
CCCCCCOc1ccc(N2C(=O)CC(N3CCN(CCN=CC4=C(O)CC(C)(C)CC4=O)CC3)C2=O)cc1 (centres undefined),0.6%
COc1ccc(NC(=O)Cc2coc3cc(C)ccc23)cc1S(=O)(=O)N1CCOCC1,6.9%
COCCSc1ccccc1C(=O)Nc1ccc(Cl)cn1,-13.2%
O=C(COc1ccccc1)NC(=S)Nc1ccc(Br)cn1,8.9%[57.5 µM]
CS(=O)(=O)N1CCN(c2ccccc2NC(=S)NC(=O)c2cccs2)CC1,1.1%
Nc1ccc2c(c1)C(=O)N(CCCCCC(=O)O)C2,0.6%
O=C(COC(=O)c1cn(-c2ccccc2)nc1-c1ccccc1)c1ccc([N+](=O)[O-])cc1,?
Cc1ccc(Oc2ncccc2NC(=O)CC(CC(=O)O)c2ccccc2)c2c1CCC2 (centres undefined),?
c1cc(CNC23CC4CC(CC(C4)C2)C3)ccn1,-9.3%
CC(C)N(CCn1cnc2c([nH]c3ccccc32)c1=O)C(C)C,5.3%[57.5 µM]
Cc1cccc(C)c1Nc1nnc(SCC(=O)NC(=O)c2cccn2C)s1,-4.9%
CCOC(=O)CSc1nc2ccccc2c(=O)n1CCN1CCOCC1,13.8%

# Copied from the list:
# O=C(COc1ccccc1)NC(=S)Nc1ccc(Br)cn1 | ERK EGF block = 8.9%[57.5 µM]
# CS(=O)(=O)N1CCN(c2ccccc2NC(=S)NC(=O)c2cccs2)CC1 | ERK EGF block = 1.1%
# COc1ccc(O)c(/C=N/N=C2/C(=O)Nc3ccccc32)c1 | ERK EGF block = 0.2%
# CC(C)CN1CCN(Cc2cccn2-c2ccc(Cl)cn2)CC1CCO (centres undefined) | ERK EGF block = 1.1%
# c1cc(CNC23CC4CC(CC(C4)C2)C3)ccn1 | ERK EGF block = -9.3%

# Continued.
SMILES,ERK EGF block
CCSc1nc(C)c(CCOc2cccc(C)c2)c(=O)[nH]1,-2.6%
N#Cc1ccc(Oc2ccc(-c3cnc4ccccc4n3)cc2)cc1C#N,1.2%
Cc1[nH]nc(N)c1N=Nc1ccc(Br)cc1,?
COc1cc(/C=N/NS(=O)(=O)c2ccc3ccccc3c2)ccc1OCc1ccc(C(=O)O)cc1,6.5%[57.5 µM]
CCC(NC(=O)NNC(N)=S)(C(F)(F)F)C(F)(F)F,-17.6%[57.5 µM]
c1ccc(N=C(c2cccs2)N2CCOCC2)cc1,2.2%
COc1cc(CN2CCN(Cc3ccc(SC)cc3)CC2)cc(OC)c1O,-2.0%
Cc1cccc(/C=N/NC(=O)NC23CC4CC(CC(C4)C2)C3)n1,5.5%[57.5 µM]
COC(=O)c1[nH]c2ccccc2c1NC(=O)c1ccccc1F,-15.6%[57.5 µM]
CC(=O)c1ccc(S(=O)(=O)Nc2cccc(-c3cn4c(n3)SCC4)c2)cc1,1.7%
O=C(COC(=O)c1cc(Br)ccc1Cl)NC(=O)NCc1ccccc1,0.6%
Cc1ccc(S(=O)(=O)N/N=C2/CC(=O)CC(C)(C)C2)cc1[N+](=O)[O-],-11.0%[57.5 µM]
CC(C)c1ccc(OCC(=O)NC2=NCCS2)cc1,0.1%
COc1ccc(CNC(=O)Nc2cc(C)cc(C)c2)cc1,-1.9%[57.5 µM]
COC(=O)c1csc2c(C(F)(F)F)cc(N3CCN(C(=O)Nc4ccccc4)CC3)nc12,-6.7%[57.5 µM]
O=C(COC(=O)c1ccccc1Cl)NC(=O)NCc1ccccc1,7.3%
CC(=O)c1ccc(N2CCN(C(=O)Nc3cccc(F)c3)CC2)cc1,-6.4%
CCCCCCCN1C/C=C\C(c2ccc(OC)cc2)N(Cc2ccc(F)cc2)C(=O)[C@H]1Cc1ccccc1 (some centres undefined),-0.5%[57.5 µM]
N#CCCN(C(=O)COC(=O)c1cccc(S(=O)(=O)Nc2ccc([N+](=O)[O-])cc2)c1)c1ccccc1,3.9%
CCOc1cc(CO)cc(Br)c1OCC(=O)Nc1ccccc1C,1.6%
Cc1cc(NC(=O)NC(C)(C(F)(F)F)C(F)(F)F)no1,-5.8%[57.5 µM]
CO[C@H]1C=CO[C@]2(C)Oc3c(C)c(O)c4c(O)c(c5c(c4c3C2=O)NC2(CCN(CC(C)C)CC2)N=5)=NC(=O)C(C)=CC=C[C@@H](C)[C@@H](O)[C@@H](C)[C@@H](O)[C@@H](C)[C@@H](OC(C)=O)[C@@H]1C,-5.0%[25.7 µM]
Cc1ccc(CC(CC(=O)Nc2cccc(C(F)(F)F)c2)C(=O)O)cc1 (centres undefined),0.3%[57.5 µM]
Cc1c(C(=O)N2CCCC2)sc(NC(=O)c2ccco2)c1C#N,7.1%
Cc1ccc(C2=Nc3ccccc3N=C(c3ccc([N+](=O)[O-])cc3)C2)c(O)c1,-4.8%
CCOC(=O)N1CCN(C(=O)C2CCN(Cc3ccc(O)c(OCC)c3)CC2)CC1,8.6%
COc1ccc2c(=O)cc(-c3ccccc3)n(C)c2c1,0.1%
O=C(O)C1=C[C@H](c2ccc(F)cc2)C[C@H](OCc2ccc(CO)cc2)O1,2.9%[57.5 µM]
O=C(NC1CCCC1)c1ncn[nH]1,8.0%
COc1cccc(Nc2ncc3nc(-c4ccc(F)cc4)c(=O)n(C[C@H]4CCCO4)c3n2)c1,-3.0%
O=c1c2ccccc2nnn1COc1ccc(F)cc1Cl,4.9%
Cn1c(=O)[nH]c(=O)c2c1nc(CN1CCN(c3ccc(F)cc3)CC1)n2CCN1CCOCC1,-13.2%[57.5 µM]
Cc1c(C(C)C)c(=O)n(-c2ccc(S(=O)(=O)NC(C)C)cc2)n1C,-6.2%
COc1ccc(S(=O)(=O)Nc2ccc(NC(C)=O)cc2)cc1Cl,3.6%
COc1ccc(-c2noc(C(=O)NCc3ccc(F)cc3)n2)cc1OC,-2.2%
Cc1cc(NS(=O)(=O)c2ccc(NC(=S)NC(=O)c3cccc(S(=O)(=O)N(C)C)c3)cc2)no1,10.3%
COc1ccc(C(=O)NCC(=O)OCC(=O)N2CCCc3ccccc32)cc1,6.5%
O=C(COC(=O)Cc1ccsc1)NC(c1ccccc1)c1ccccc1,10.5%
Cc1ccc[n+](C(C)C(=O)Nc2ccc([N+](=O)[O-])cc2C)c1 (centres undefined),6.7%
Cc1ccc(S(=O)(=O)NC(=O)O[C@@H]2C(=O)c3cc(Br)ccc3O[C@H]2c2ccc3c(c2)OCO3)cc1,4.8%
C=CCN(c1ccccc1Cl)S(=O)(=O)c1cccc(C(=O)OCC(=O)N(C)C2CCS(=O)(=O)C2)c1 (centres undefined),-1.1%
CCCN(CCC)CCCNC(=O)CCNS(=O)(=O)c1ccc(Br)cc1,15.4%
COc1cc([N+](=O)[O-])ccc1NC(=O)Cc1ccc(C)cc1,-4.5%
CCC1=NN(C(=O)COc2ccccc2)C(O)(c2ccc(Br)cc2)C1 (centres undefined),5.1%
CN(Cc1ccccc1)C(=S)NC(=O)c1ccccc1,-7.6%
CC1CCC/C(=N\NS(=O)(=O)c2ccccc2)C1 (centres undefined),-4.5%[57.5 µM]
C/C(=N\Nc1ccc(C(F)(F)F)cc1[N+](=O)[O-])C1CC1,?
Cc1ccc(NC(=O)c2cncc(Br)c2)cc1S(=O)(=O)N(C)C,3.6%
Cc1cc(C)n2nc(C(=O)N/N=C/c3cccc(Cl)c3)nc2n1,-16.7%[57.5 µM]
CC(C)N1CCN(Cc2ccc(Oc3ncccn3)cc2)CC1CCO (centres undefined),5.5%
CCOC(=O)CSc1nnc(Cn2c(=O)sc3ccccc32)n1C,9.4%
Cn1c(=O)c2c(=O)cc(NNC(=O)CC#N)[nH]c2n(C)c1=O,-1.4%
C=CCN1C(=O)/C(=C/c2ccsc2)SC1=S,-14.7%
COc1ccc(C(CC(=O)O)NC(=O)COc2ccc(C)cc2)cc1OC (centres undefined),12.9%
CC(NC(=O)Nc1ccc2c(c1)OCO2)c1ccncc1 (centres undefined),-8.1%
CN(NC(=O)c1ccco1)c1nc2ccccc2nc1C(F)(F)F,-4.0%
O=C1C(O)=C(O)C(=O)C(O)=C1O,-0.9%
CCOC(=O)c1c(NC(=O)c2cc(C)on2)c2cc([N+](=O)[O-])ccc2n1C,-1.3%[57.5 µM]
COc1ccc(Cn2cc(C(=O)c3ccccc3)c(=O)c3cc(OC)ccc32)cc1,-6.4%
O=C(CSCc1ccc(Cl)cc1)Nc1ccc(S(=O)(=O)N2CCCCCC2)cc1,10.9%

# (more compounds)
SMILES,ERK EGF block
Cc1nn(C)c(C)c1CN(C)C(=O)C1(C)CC1(Br)Br (centres undefined),4.1%
O=c1[nH]c(=S)c2ncn(-c3ccccc3)c2[nH]1,0.8%[57.5 µM]
COc1cc(/C=C/CN2CCC(CO)(CC3CCCCO3)CC2)ccc1O (centres undefined),14.8%
CC[n+]1c(C)n(-c2ccccc2)c2ccc(C(=O)OC)cc21,2.9%
COc1ccc(CCNC(=O)CCNS(=O)(=O)c2cccc(Cl)c2)cc1OC,3.9%
Cc1cc(-c2ccn[nH]2)c(C)s1,-2.3%
CC(=O)N1N=C(c2cccc(NS(C)(=O)=O)c2)CC1c1cccs1 (centres undefined),-5.7%
C=C(Cl)COc1ccc2c(C)cc(=O)oc2c1,-0.8%
CCN(c1ccccc1)S(=O)(=O)c1ccc(Cl)c(NC(=O)CN2CCCCCC2)c1,-12.9%[57.5 µM]
O=C(c1cccs1)N1CCN(c2ccccc2)CC1,1.7%
Nc1n[nH]c(N)c1N=Nc1cccc(F)c1,4.8%
O=C(NN(c1ccccc1)c1ccccc1)c1ccc([N+](=O)[O-])o1,3.4%
COc1ccc(C(N)=S)cc1,0.4%
COC(=O)c1c(C)c[nH]c1C,-11.1%[57.5 µM]
S=c1[nH]nc(-c2ccco2)n1/N=C/c1ccccc1,-6.1%[57.5 µM]
COc1ccc(CCNC(=O)CSc2nnc(C(C)N(C)C)n2Cc2ccccc2)cc1OC (centres undefined),-4.9%
C=C1C(=O)OC2C1CC/C(C)=C/CCC1(C)OC21 (centres undefined),15.0%
CCOC(=O)C1(Cc2ccccc2C)CCCN(C(=O)CCn2nccc2C)C1 (centres undefined),4.2%
CCc1ccc(NC(=S)Nc2cc(OC)c(NC(=O)C(C)C)cc2OC)cc1,-13.6%
O=S(=O)(NCC(Nc1ccc(Cl)cc1)c1ccccc1)c1ccc(Cl)cc1 (centres undefined),6.1%
COc1ccccc1-c1cc(C(F)(F)F)nc(NCc2cccs2)n1,7.8%
Cc1cc(=O)[nH]c(SCC(=O)OCc2ccccc2)c1C#N,-1.7%
CCn1c(=O)cc(OCC(=O)N2CCc3ccccc32)c2ccccc21,0.2%
COc1ccc(Cc2nnc(SCC(=O)N3CCCC(C)C3)o2)cc1 (centres undefined),4.0%
COC(=O)C(Cc1c[nH]c2ccccc12)N1CCS(=O)(=O)CC1 (centres undefined),-2.5%
CC(=O)Nc1ccc(S(=O)(=O)Oc2ccc(/C=N/N=C3/NC(=O)C(CC(=O)O)S3)cc2)cc1 (centres undefined),-0.6%
CCc1nc(N2CCC3(CC2)OCCO3)c2nnn(Cc3ccccc3)c2n1,-4.8%
O=C(c1cc(COc2c(F)cccc2F)on1)N1CCSCC1,-2.6%[57.5 µM]
Cc1ccc(/C=N/N2CCCCC2)o1,0.7%
CCCCn1c(O)c(N=NC(=O)c2ccco2)c2ccccc21,-1.7%
CC(=O)Nc1ccc(C)c(NS(=O)(=O)c2cccc(C(F)(F)F)c2)c1,-2.8%[57.5 µM]
Cc1ccc(-n2ccc(-c3nn(-c4ccccc4)ccc3=O)n2)cc1,0.6%
CN(C)C(=O)C1C2NC(=S)N(c3ccccc3)C1(C)Oc1ccccc12 (centres undefined),0.6%
COCCN1Cc2cccc(C(=O)Nc3ccc(S(=O)(=O)N4CCCCC4)cc3)c2C1=O,-1.9%[57.5 µM]
COc1ccc2c(c1)O[C@@H](c1cccc(C(F)(F)F)c1)[C@H](OC(=O)NCc1ccco1)C2=O,2.3%
CN(C)c1ccc(/C=C/c2nnnn2-c2ccccc2)cc1,6.4%
O=C(NCCCO)c1cc2ccccc2[nH]1,13.1%[57.5 µM]
Clc1ccccc1-c1nnc2n1-c1ccccc1SC2,3.4%[57.5 µM]
Cc1noc(C)c1C(=O)N1CCC2(CCCN(C(=O)Nc3ccccc3)C2)CC1,-0.3%
CCCS(=O)c1nc(C)cc(C)c1S(C)(=O)=O (centres undefined),-5.7%
Cc1ccc(NC(=O)N2CCN(S(=O)(=O)c3ccccc3)CC2)cc1,-1.2%
CCOC(=O)C1=CN(Cc2ccc(OC)cc2)C=C(C(=O)OCC)C1c1cccs1,?

# 5 entries already listed, arranged by molecular weight, low to high:
SMILES,ERK EGF block
Cc1ccc(/C=N/N2CCCCC2)o1,0.7%
CN(C)c1ccc(/C=C/c2nnnn2-c2ccccc2)cc1,6.4%
Cc1ccc(NC(=O)N2CCN(S(=O)(=O)c3ccccc3)CC2)cc1,-1.2%
CC(=O)Nc1ccc(C)c(NS(=O)(=O)c2cccc(C(F)(F)F)c2)c1,-2.8%[57.5 µM]
CCc1nc(N2CCC3(CC2)OCCO3)c2nnn(Cc3ccccc3)c2n1,-4.8%

# 3 compounds out of the list above, arranged by their value in ERK EGF block, ascending.
SMILES	ERK EGF block
CCCS(=O)c1nc(C)cc(C)c1S(C)(=O)=O (centres undefined)	-5.7%
CCCCn1c(O)c(N=NC(=O)c2ccco2)c2ccccc21	-1.7%
COc1ccccc1-c1cc(C(F)(F)F)nc(NCc2cccs2)n1	7.8%
